Peg3 prom inh = reduces Peg3 promoter-driven luciferase expression in HeLa | HeLa PEG-Prom luciferase reporter, luminescence, overnight | inhibition, % at 20 µM | hit rate 1.7% among 360,000;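 active = inhibition of at least 50% at 20 µM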
Granule exo inh = lytic granule exocytosis inhibition; TALL-104 LAMP-1 surface exposure, flow cytometry; cells stimulated with thapsigargin and PMA; inhibition, % at 10 µM; hit rate 0.66% among 360,000; AID 651702;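 active = inhibition above about 55%, limit read from the data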
hiPSC survival = hiPSC single-cell survival enhancement. hit rate 0.044% among 360,000. AID 602274. survival enhancement, % at 20 µM. ATPlite luminescence; 100% = ROCK inhibitor wells, 0% = DMSO; in the data active = survival enhancement above about 18%;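 also: cells exposed to compounds for 16 hours before the ATP read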
Vif inh = inhibitors of HIV Vif | inhibition, % at 7.49 µM | HEK293T cells, Vif self-association by quenched fluorescence, imaging, 24 h | hit rate 0.35% among 340,000 | AID 602346; in the data active = inhibition above about 50%, passing the limit was not always enough; also: some results filed as inactive read as strong as hits
NR2E3 ag-1 = agonists of human nuclear receptor NR2E3; Q9Y5X4; GST-NR2E3/biotin-RetCOR TR-FRET, 1536-well; inhibition of corepressor binding, % at 4.78 µM; hit rate 0.12% among 320,000; AID 2300;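 active = percent inhibition above the cutoff of mean plus 3 SD of all tested compounds, set per screening campaign, cut at about 20% in these data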;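 also: 0% = DMSO wells and 100% = biotin wells as full block of FRET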
Target sequence (Q9Y5X4 whole entry, looked up): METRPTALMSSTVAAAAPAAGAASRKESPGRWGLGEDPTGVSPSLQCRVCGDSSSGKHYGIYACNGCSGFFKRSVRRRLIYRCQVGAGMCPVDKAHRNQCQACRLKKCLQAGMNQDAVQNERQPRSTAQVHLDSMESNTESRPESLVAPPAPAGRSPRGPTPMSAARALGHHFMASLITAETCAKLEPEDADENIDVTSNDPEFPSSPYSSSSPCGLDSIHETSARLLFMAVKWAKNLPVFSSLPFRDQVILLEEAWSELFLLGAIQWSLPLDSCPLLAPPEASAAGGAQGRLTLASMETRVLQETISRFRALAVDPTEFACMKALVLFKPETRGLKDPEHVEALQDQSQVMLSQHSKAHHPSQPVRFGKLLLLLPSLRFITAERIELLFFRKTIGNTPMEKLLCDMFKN
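system = GST-tagged NR2E3 plus biotinylated RetCOR corepressor | input = 1.35 nM GST-NR2E3 | also added = 7 nM biotin-RetCOR | schedule = 5 h incubation at 4 °C | measured by = TR-FRET with europium anti-GST and streptavidin-D2, 340 nm excitation | read-out = percent loss of FRET ratio relative to control wells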
TRPM1 prom inh = MITF TRPM1 promoter inhibition in SK-MEL-5 cells; SK-MEL-5 TRPM1 promoter luciferase, 24 h; inhibition, % at 12.5 µM; hit rate 0.83% among 330,000; AID 488899;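 active = mean inhibition across replicates of 60% or more, whatever share of single replicates reaches that level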; also: values of inactives mirror those of a sister screen read the other way
HIF-2a block = HIF-2a inhibition | 786-0 RCC cells HIF-2a reporter, luciferase luminescence, overnight | hit rate 0.72% among 360,000 | inhibition, % at 18.8 µM | AID 624352;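 active = inhibition of the luminescence signal of 40% or more relative to plate controls, in a single-dose primary screen at 18.75 µM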
PDI inh = PDI (human) enzyme inhibition | PDI insulin aggregation turbidity, A650, 90 min | AID 588391 | hit rate 0.052% among 350,000 | P07237 | inhibition, % at 10 µM;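 active = mean inhibition across replicates of 30% or more, whatever share of single replicates reach that level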;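 also: absorbance from insulin aggregation driven by PDI reduction with DTT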
Target sequence (P07237 whole entry, looked up): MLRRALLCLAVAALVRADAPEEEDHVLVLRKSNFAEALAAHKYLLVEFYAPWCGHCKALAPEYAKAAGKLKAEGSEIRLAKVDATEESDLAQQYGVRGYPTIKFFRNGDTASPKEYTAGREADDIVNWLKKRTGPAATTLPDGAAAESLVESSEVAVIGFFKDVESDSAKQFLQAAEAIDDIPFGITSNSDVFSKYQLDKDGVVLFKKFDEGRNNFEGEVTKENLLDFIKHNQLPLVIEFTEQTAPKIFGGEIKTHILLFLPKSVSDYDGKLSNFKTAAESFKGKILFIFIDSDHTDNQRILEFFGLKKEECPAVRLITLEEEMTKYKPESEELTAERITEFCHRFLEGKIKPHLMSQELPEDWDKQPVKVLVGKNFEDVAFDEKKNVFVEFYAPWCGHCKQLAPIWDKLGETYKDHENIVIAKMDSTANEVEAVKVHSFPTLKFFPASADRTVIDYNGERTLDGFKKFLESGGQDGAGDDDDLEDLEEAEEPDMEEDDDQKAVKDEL
CaV13 ICDI inh = Disruptors of the CACNA1D IQ motif to Ca2+-dependent inactivation inhibitor domain association, primary screening, Förster resonance energy transfer in intact living … | HEK cells, CFP/YFP FRET ICDI-IQ, plate reader, 10 min; percent FRET-ratio fall versus neutral wells | hit rate 0.098% among 340,000 | inhibition, % at 12.3 µM;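 active = mean replicate inhibition of at least 30% and at least 1% of replicates passing that level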;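 also: 0% = median of the neutral control wells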
aDG glyco up = alpha-DG glycosylation activation; Pro5-aDG cells, alpha-DG glycosylation AlphaScreen (IIH6); 0% Pro5, 100% B10-LARGE cell signal; activation, % at 10 µM; hit rate 0.22% among 360,000;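 active = activation of at least 8% versus controls, or a plate z-score of at least 8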;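 also: Pro5 are CHO cells carrying HIG-tagged alpha-DG that lacks glycosylation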
NR2E3 ag-2 = activates human NR2E3 receptor; inhibition of corepressor binding, % at 3.98 µM; AID 602229; CHO-S Gal4-NCOR/VP16-NR2E3 two-hybrid, luciferase; hit rate 0.35% among 360,000; Q9Y5X4;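 active = inhibition above the mean of all tested compounds plus 3 SD, cut at about 70% in these data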;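 also: 0% = DMSO with NR2E3 transfected cells and 100% = cells lacking NR2E3 construct; higher means lower luciferase signal from less NR2E3 corepressor binding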
* marks the source's active call; other numbers are inactive results; nt = no result given.

SMILES,Peg3 prom inh,Granule exo inh,hiPSC survival,Vif inh,NR2E3 ag-1,TRPM1 prom inh,HIF-2a block,PDI inh,CaV13 ICDI inh,aDG glyco up,NR2E3 ag-2
Cc1[nH]n(-c2ccc(Cl)cc2)c(=O)c1C=NC12CN3CN(CN(C3)C1)C2,5,-3,-1.2,3,-3,3,14,7,-5,-0.1,2
COc1cccc(NC(=O)CN(C)C(=O)c2cc(S(=O)(=O)Nc3ccccc3OC)ccc2C)c1,17,2,-1.5,-9,nt,9,15,-3,-18,-0.1,16
Cc1ccc(-c2nc(CN3CCN(C(=O)C4CCCO4)CC3)cs2)cc1 (configuration not stated),10,11,-0.4,-23,-1,10,7,1,-6,0.6,-2
CCNC(=O)C(=O)N1CCC2(CC1)OCCN2S(=O)(=O)c1ccc(C)cc1,6,-2,-0.2,20,-2,-1,13,-12,-6,0.1,-13
O=C(OCc1cccc(Cl)c1)c1cc([N+](=O)[O-])ccc1N1CCOCC1,28,-8,-0.1,0,2,-4,5,4,-4,-0.2,-20
Cc1cc(=O)[nH]c(N/N=C/c2cc(C)n(-c3ccccc3)c2C)n1,-74,6,0.2,1,1,-32,-106,-2,-3,-0.2,-23
COc1ccccc1NC(=O)CCCN1C(=O)C(c2ccccc2)Oc2cccnc21 (configuration not stated),31,9,-0.6,-4,-1,11,13,6,-5,0.0,13
CCC(=O)Oc1ccc(C(=O)Nc2ccc3c(c2)OCO3)cc1,-192,10,-1.0,-1,3,-43,-216,0,-4,-0.1,-103
Cc1c(Br)c(=O)oc2c(Br)c(O)ccc12,-9,-1,0.0,5,0,1,13,4,13,-0.3,6
Cc1ccc(OCC(=O)OCC(=O)NC2CCCCCC2)cc1C,4,4,-1.4,2,nt,nt,11,-2,-7,0.4,9
C=CCN(c1ccccc1)S(=O)(=O)c1ccc2[nH]cc(C(=O)NCCOC)c(=O)c2c1,13,-7,0.5,-5,0,17,23,1,-4,-0.2,-25
Cc1ccc(S(=O)(=O)Nc2ccc3c4c(cccc24)CC3)c(C)c1,29,1,-0.7,3,-1,13,11,-4,0,2.2,-169
Cc1ccc(Oc2ncnc3sccc23)cc1,-181,2,-3.4,0,-1,-74,-177,-4,-6,-0.2,-52
Cc1cccc(OCCC(=O)OCC(=O)N2CCc3ccccc32)c1,1,3,1.6,12,0,0,9,11,-5,-0.2,0
Cc1cc([N+](=O)[O-])nn1CC(=O)N1CCOCC1,-1,-2,0.0,-12,-2,-5,15,-2,-4,0.1,-5
Cc1ccc(NC(=S)Nc2cccc(S(=O)(=O)Nc3c(C)n(C)n(-c4ccccc4)c3=O)c2)cc1,-42,2,0.1,-12,-2,3,-45,-2,1,1.0,-14
COc1ccc(NC(=S)Nc2ccc3nsnc3c2)cc1,-162,18,-2.7,0,29*,-17,-225,-1,-5,7.8*,-74
CCC1(C)NC(=O)N(CC(=O)NCC(=O)Nc2c(C)cc(C)cc2C)C1=O (configuration not stated),6,-4,0.1,17,4,9,15,7,-5,-0.2,2
Cc1ccn(C(CC(=O)c2ccc(Br)cc2)C(=O)O)n1 (configuration not stated),-13,-1,1.1,-3,1,0,-37,-5,-5,0.1,-26
CCn1ccnc1CN1CCCC(C(=O)c2ccc3c4c(cccc24)CC3)C1 (configuration not stated),7,5,-0.5,-6,-2,17,11,-2,1,1.0,-11
O=C1NC(=O)C(c2ccccc2)(c2ccc(O)cc2)N1 (configuration not stated),10,-3,0.7,-4,5,-1,10,2,-2,-0.2,-7
CC(C)(C)n1nnnc1CN1CCN(C(c2ccccc2)c2ccccc2)CC1,17,8,-3.2,nt,1,8,22,1,nt,0.0,15
COc1ccc(-c2cc(C(=O)NCCCN3CCOCC3)no2)cc1,-1,3,1.8,14,5,9,14,-22,-4,0.1,-8
CCOc1ccc(C2NC(=O)c3ccccc3O2)cc1OC (configuration not stated),4,-8,-0.5,1,-1,nt,12,1,-21,-0.1,2
Cn1c(-c2cccc([N+](=O)[O-])c2)[n+](C)c2ccccc21,-1,5,-1.4,-4,2,1,10,3,7,0.0,1
O=C(CSC(=S)N1CCCC1)NCCc1ccccc1,-13,6,-0.6,5,-1,-3,4,2,-6,-0.1,-12
O=C(CCn1c(=O)oc2ccccc21)Nc1ccon1,-5,-1,4.1,3,3,-10,0,0,-5,-0.1,-9
NC(=S)NN=C(c1ccc(Br)cc1)C1CC1,-3,0,3.4,-3,nt,1,-18,1,-6,5.7*,13
COc1cc(S(=O)(=O)NCc2cccnc2)ccc1F,2,-1,3.6,-4,-5,-2,12,1,-6,-0.1,-2
CC(C)(C)C(=O)Nc1sc(-c2ccccc2)cc1C(=O)O,-166,-1,0.1,-2,3,-23,-260,-2,-3,0.0,-143
CC1CCC(NC(=O)CN2C(=O)c3cccnc3Oc3ccc(Cl)cc32)CC1 (configuration not stated),-32,-7,-0.6,-10,-1,-4,-62,-5,-3,0.1,-5
COc1cc(N=Nc2c(O)c3ccccc3[nH]c2=O)c(OC)cc1N=Nc1ccccc1,59*,-10,-0.4,-4,-5,26,7,-6,nt,0.0,-16
Cc1ccc(CCNC(=O)CS(=O)Cc2nc(-c3ccccc3F)oc2C)cc1 (configuration not stated),17,22,1.0,-7,1,-7,2,-6,-2,-0.1,-16
CCOC(=O)C1=CCN(S(=O)(=O)c2ccc(C)cc2)C1c1cccc(C)c1 (configuration not stated),21,-2,0.1,16,nt,nt,6,nt,-7,-0.1,-1
CCOc1cc(/C=C/c2cc(C(=O)O)c3ccccc3n2)ccc1OC,-96,5,-3.1,2,2,-24,-81,0,-3,0.0,-17
COC(=O)c1ccc(N(CC(=O)NC2CCCC2)C(=O)CNC(=O)c2ccco2)cc1,-4,2,-1.3,-3,3,12,-10,-5,3,0.5,14
CN(C(=O)c1ccc(NC(=O)Cc2cccc(NC(=O)C3CCCN(C(=O)C4CCCC4)C3)c2)cc1)C1CC1 (configuration not stated),-38,-2,-3.8,6,nt,-10,-41,-5,-3,-0.1,-57
COc1ccc(C(=O)CC(=O)c2ccc(OC)cc2)cc1,-102,-5,-0.6,-8,0,-49,-163,-2,-19,-0.2,-69
N=c1c2c(n(Cc3ccc(Cl)cc3)c3c1CCC3)CCC2,26,1,-2.1,-16,1,64*,6,2,-9,0.2,-22
Cc1ccc(C(=O)N[C@@H](Cc2ccccc2)C(=O)N2CCC3(CC2)NCCc2[nH]cnc23)cc1C,5,0,-0.6,-4,-2,-15,-2,9,-7,-0.3,-11
CC(OC(=O)CNC(=O)c1sc2ccccc2c1Cl)c1ccccc1 (configuration not stated),-41,-1,-0.4,11,4,nt,-33,2,-7,0.4,-11
O=[N+]([O-])c1cc2c(cc1CN1CCN(c3ccccc3F)CC1)OCO2,1,13,-0.3,2,nt,0,-5,7,-5,0.1,-24
CCN(CC)CCN(C(=O)c1cc2c(ccc3ccccc32)oc1=O)c1nc2cc3c(cc2s1)OCCO3,96*,16,-0.2,-6,4,75*,-19,-7,-3,-0.6,12
CCN(CC)C(=O)Oc1cc(=O)n(C)c2ccccc12,8,-2,0.3,-9,-6,14,11,-7,-7,1.7,-9
O=C(CCc1nnc(CCCCc2ccccc2)o1)N(CCO)Cc1ccccc1,14,0,-0.4,-5,4,8,9,1,-7,0.0,-12
CC(NC(=O)c1ccc(S(=O)(=O)NCc2ccco2)cc1)c1ccc(F)cc1 (configuration not stated),9,0,-0.2,-5,-1,3,8,-5,-2,-0.1,20
CN(C1CCCCC1)S(=O)(=O)c1ccc(S(=O)(=O)N(CC(=O)Nc2ccccc2)C2CC2)cc1,10,36,-0.1,-10,0,-5,17,9,-1,0.4,-29
C=C1CCN([C@@H](C)C(=O)NCc2cc(OC)c(OC)c(OC)c2)S(=O)(=O)c2ccccc21,8,-2,1.3,nt,1,1,14,-4,-11,-0.2,-27
CCCS(=O)(=O)N1CCC(C(=O)NCCCOC(C)C)CC1,10,-1,0.4,2,1,-13,14,-9,nt,0.2,10
CCOc1cccc(Nc2cc3n(c(=O)n2)CCc2cc(OC)c(OC)cc2-3)c1,1,-2,-0.6,14,2,-8,-7,-2,-3,0.3,-13

The list continues.
SMILES,Peg3 prom inh,Granule exo inh,hiPSC survival,Vif inh,NR2E3 ag-1,TRPM1 prom inh,HIF-2a block,PDI inh,CaV13 ICDI inh,aDG glyco up,NR2E3 ag-2
O=C(O)C1C2C=CC(C2)C1C(=O)NCCCN1CCCC1=O (configuration not stated),1,-1,0.1,-3,1,-4,5,-3,-7,-0.3,-8
COc1ccc(C(O)Cc2nccn2C)cc1 (configuration not stated),3,-10,-0.5,7,2,-9,10,2,-17,-0.1,-23
CCSc1ccccc1C(=O)NCCc1ccccc1,13,-1,-1.7,-6,-4,15,-5,13,-1,1.4,-28
C=CCn1c(O)c(C(CC)=Nc2ccccc2NC(=O)CC)c(=O)[nH]c1=O,6,-2,2.8,22,5,-1,9,-13,-4,-0.1,-16

One compound at a time, from the list above:
`Cc1cc(=O)[nH]c(N/N=C/c2cc(C)n(-c3ccccc3)c2C)n1` is listed with Peg3 prom inh = -74; Granule exo inh = 6; hiPSC survival = 0.2; Vif inh = 1; NR2E3 ag-1 = 1; TRPM1 prom inh = -32; HIF-2a block = -106; PDI inh = -2; CaV13 ICDI inh = -3; aDG glyco up = -0.2; NR2E3 ag-2 = -23
`COc1ccccc1NC(=O)CCCN1C(=O)C(c2ccccc2)Oc2cccnc21` (configuration not stated) is listed with Peg3 prom inh = 31; Granule exo inh = 9; hiPSC survival = -0.6; Vif inh = -4; NR2E3 ag-1 = -1; TRPM1 prom inh = 11; HIF-2a block = 13; PDI inh = 6; CaV13 ICDI inh = -5; aDG glyco up = 0.0; NR2E3 ag-2 = 13

Source: PubChem (several laboratories)
